MrgX1 ag: human MrgX1 receptor agonism, primary screen. Q96LB2. MrgX1-HEK293 cells, Fluo-4 calcium fluorescence, agonist mode; active compounds read high. B-score at 10 µM. 310,000 compounds, 0.44% hits;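 active means calcium response B-score plate-corrected fluorescence ratio at least 3 library SD, with starting fluorescence B-score inside 5 SD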
Target sequence (Q96LB2 whole entry, looked up): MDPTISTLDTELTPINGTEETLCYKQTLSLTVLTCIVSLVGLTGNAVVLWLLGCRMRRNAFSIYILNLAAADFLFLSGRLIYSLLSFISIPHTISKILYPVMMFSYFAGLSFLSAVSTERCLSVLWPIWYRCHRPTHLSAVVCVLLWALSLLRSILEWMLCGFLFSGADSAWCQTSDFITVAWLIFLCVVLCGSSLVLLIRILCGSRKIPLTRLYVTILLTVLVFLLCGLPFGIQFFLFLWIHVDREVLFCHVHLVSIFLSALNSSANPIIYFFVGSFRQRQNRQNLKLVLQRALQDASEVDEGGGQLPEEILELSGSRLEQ
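Test system: HEK293 cells stably expressing human MrgX1 receptor; amount: 15,000 cells per well; doses: compound delivered in addition one of three; times: overnight plating before 1 h dye loading; detection: Fluo-4 NW calcium-flux fluorescence, kinetic read; read-out basis: B-scored fluorescence response ratio; controls: positive and negative controls per plate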
TRPC4 agonist: TRPC4 (mouse) channel activation; 310,000 compounds, 0.49% hits; AID 2237; B-score at 10 µM; Q9QUQ5; HEK293 TRPC4beta/mu-opioid, Fluo4 calcium fluorescence; active compounds read high;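 active means B-score above 5 SD of library B-scores, and initial fluorescence ratio not above library mean plus 5 SD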;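 further: positive B-score marks a calcium rise read as TRPC4 activation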
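Assay system: HEK293 cells stably co-expressing mouse TRPC4beta and mu-opioid receptor / Timing: Fluo4 dye loading 45 min at room temperature, 110 s recording / Signal: Fluo4 calcium-sensitive dye fluorescence, kinetic, 1 Hz baseline / Read-out: integrated baseline-normalised fluorescence ratio, converted to per-well B score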
ANO1 activ: activators or potentiators of mouse TMEM16A chloride channel; HEK293 TMEM16A/YFP-H148Q/I152L, iodide quench fluorescence; active compounds read low; B-score at 10 µM; 340,000 compounds, 0.3% hits; AID 623877;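 active means fluorescence-ratio B-score plate-corrected deviation score at least 3 library SD below zero, with starting fluorescence score within 5 deviations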;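 further: channel opened by trigger with iodide after compound preincubation; score built on the fluorescence ratio of max minus min over baseline; more negative score means more quench and so TMEM16A activation or potentiation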
MrgX1 allo act: allosterically activates human MrgX1 receptor signaling. Q96LB2. MrgX1-HEK293, Fluo-4 calcium flux, FDSS; active compounds read high. B-score at 10 µM. 310,000 compounds, 0.63% hits. AID 588675;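 active means plate-corrected calcium response at least 3 library SD above typical, normal starting fluorescence, not activating the receptor alone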;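 further: compound read alongside a low EC10 to EC30 dose of BAM8-22 agonist; peak minus trough fluorescence over baseline measured at the second addition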
TRPC6 inh: inhibitors of mouse TRPC6 channel; AID 2553; HEK293-TRPC6, membrane potential dye, ACh-evoked depolarization; active compounds read low; 310,000 compounds, 1.1% hits; B-score at 10 µM;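 active means B-score under library mean minus 3 SD, initial fluorescence not abnormally high, positive integrated signal ratio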;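 further: B-score derived from integrated fluorescence ratio over the kinetic read; more negative B-score means stronger inhibition of depolarization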
TMEM16A inh: mouse TMEM16A channel inhibition, primary screen | Q8BHY3 | HEK293 TMEM16A/YFP iodide influx fluorescence, ionomycin | normalized B-score (activity score, 25-100; higher = stronger inhibition) at 10 µM | 310,000 compounds, 1.2% hits | AID 588511;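 active means ratio plate-corrected score three or more library SD toward inhibition, starting fluorescence score within five deviations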;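 further: score derived from kinetic fluorescence span divided by baseline fluorescence per well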
TRPC6 act: activates the mouse TRPC6 cation channel | 310,000 compounds, 0.13% hits | B-score at 10 µM | HEK293-TRPC6 membrane potential dye fluorescence; active compounds read high | AID 2550;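 active means B-score of the integrated fluorescence ratio above library mean plus 3 SD, and starting fluorescence ratio within library mean plus 5 SD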;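 further: higher score means more depolarization so channel activation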
TRPC4 potent: allosterically enhances the mouse TRPC4 cation channel | Q9QUQ5 | HEK293 TRPC4beta/mu-opioid, DAMGO EC20, Fluo-4 Ca2+ flux; active compounds read high | B-score at 10 µM | 310,000 compounds, 0.42% hits;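 active means B-score of calcium response area above 5 SD of library B-scores, with initial fluorescence ratio within 5 SD of library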;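 further: B-score of integrated fluorescence ratio over time as area under calcium response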
MrgX1 antag: human MrgX1 receptor antagonism, primary screen; B-score at 10 µM; 310,000 compounds, 1.3% hits; Q96LB2; MRGX1-HEK293 calcium flux, Fluo-4, BAM8-22 antagonism; active compounds read low;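 active means calcium-response B-score plate-corrected more than 3 library SD below zero, starting fluorescence within 5 deviations, no agonist response on first addition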;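 further: peak minus trough fluorescence over baseline after final BAM8-22 challenge near maximal dose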
TRPC4 inh: TRPC4 (mouse) channel inhibition | HEK293 TRPC4beta/mu-opioid, DAMGO-evoked Fluo4 calcium flux; active compounds read low | B-score at 10 µM | 300,000 compounds, 0.39% hits;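 active means B-score over 3 SD under the library average, no early fluorescence shift, positive overall ratio signal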
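Assay system: Stable TRPC4beta/mu-opioid receptor HEK293 cells | Reagent: DAMGO in two steps, submaximal then maximal | Compound dosing: Single concentration per test compound | Signal: Fluo4 Ca2+ flux fluorescence | Evaluation: Per-well B score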
SKKanGAS inh: inhibitors of SKKanGAS S. pyogenes growth in kanamycin (SK-promoter or general growth effect); BacTiter-Glo, 6 h; inhibition, % at 7.5 µM; 300,000 compounds, 1.3% hits;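 active means mean replicate score, as percent of positive control median, at least 50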;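 further: strain carries kanamycin resistance gene driven by streptokinase promoter and grows in 40 µg/ml kanamycin; loss of luminescence reflects streptokinase promoter inhibition or plain growth inhibition; 0% = median of DMSO wells and 100% = positive control at its reference dose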
* marks the source's active call; other numbers are inactive results; i = inactive; · = no result given. The order is random, and some 6.7% of all compounds hit somewhere here.

SMILES | MrgX1 ag | TRPC4 agonist | ANO1 activ | MrgX1 allo act | TRPC6 inh | TMEM16A inh | TRPC6 act | TRPC4 potent | MrgX1 antag | TRPC4 inh | SKKanGAS inh
Cc1ccc(C2=N/C(=C\c3c(C)nn(-c4ccccc4)c3N3CCCC3)C(=O)O2)cc1 | i | i | i | i | i | i | i | i | i | i | 15
O=C(NCCCn1ccnc1)c1ccc(NS(=O)(=O)c2ccc(Cl)c(Cl)c2)cc1 | i | i | i | i | i | i | i | i | i | i | 2
COc1ccc(C(=O)Cc2ccccc2)cc1OC | i | i | i | i | i | i | i | i | i | i | -14
CCCC1(CCC)NC(=O)N(CC(=O)Nc2ccccc2OC)C1=O | i | i | i | i | i | i | i | i | i | i | 7
COc1ccc(CCNC(=O)COc2ncnc3ccccc23)cc1OC | i | i | i | i | i | i | i | i | i | i | 8
C=CCN1C(=O)/C(=C\C=C2\N(C)c3ccccc3C2(C)C)SC1=S | 31* | i | i | i | i | i | i | i | i | i | ·
Cc1ccc(C(=O)NNC(=S)NC(=O)COc2ccccc2)cc1 | 109* | 119* | i | i | i | 25* | i | i | i | i | 33
CCC1=Nc2cc(C(=O)NCCCOC(C)C)ccc2Sc2ccccc21 | i | i | i | i | i | i | i | i | i | i | 7
CS(=O)(=O)c1ccccc1-c1nc(-c2ccc([N+](=O)[O-])cc2)no1 | i | i | i | i | i | i | i | i | i | i | -10
O=c1c(OC2OC(CO)C(O)C(O)C2O)c(-c2ccc(O)c(O)c2)oc2cc(O)cc(O)c12 (stereo unspecified) | i | i | i | i | i | i | i | i | i | i | -3
O=C(CCN1C(=O)S/C(=C\c2ccccc2)C1=O)Nc1ccc(S(=O)(=O)Nc2nccs2)cc1 | i | i | i | i | i | i | i | i | i | i | 14
C[C@@]12C(=O)N(c3cccc(F)c3)C(=O)N1[C@H](c1ccc(Cl)cc1)[C@@H]1C(=O)N(C3CCCCC3)C(=O)[C@@H]12 | i | i | i | i | i | i | i | i | i | i | 0
Cn1c(-c2ccccc2)n[nH]c1=S | i | i | i | i | i | i | i | i | i | i | 6
CCCc1cc(=O)oc2cc(C)cc(OCC(=O)N[C@@H](CSCc3ccccc3)C(=O)O)c12 | i | i | i | i | i | i | i | i | i | i | 10
COc1cc(C)c(C(=O)CSc2nnc(CNC(=O)c3ccco3)n2C)cc1C | i | i | i | i | i | i | i | i | i | i | -1
O=C1CSC(c2ccc(F)cc2)N1c1nc2ccccc2s1 (stereo unspecified) | i | i | i | i | i | i | i | i | i | i | 7
COC(=O)c1cnc(Nc2cccc(C(F)(F)F)c2)c([N+](=O)[O-])c1 | i | i | i | i | i | i | i | i | i | i | -2
O=C(NCCN1CCOCC1)c1noc2c1CCc1ccccc1-2 | i | i | i | i | i | i | i | i | i | i | 8
COc1ccc(O)c(C2(O)C(=O)c3ccccc3C2=O)c1 | i | i | i | i | i | i | i | i | i | i | -2
O=C(N/N=C/c1c(O)ccc2ccccc12)c1ccc(CO)nc1 | i | i | i | i | i | i | i | i | i | i | 11
N#Cc1c(N)sc2c1CCN(C(=O)OCc1ccccc1)C2 | i | i | i | i | i | i | i | i | i | i | 4
C/C(CC(=O)Nc1ccc(N(C)C)cc1)=N\NC(=O)c1ccc(Cl)cc1Cl | i | i | i | i | i | i | i | i | i | i | 5
CC(C)(C)OC(=O)NCC(=O)Oc1cc2oc(=O)cc(-c3ccccc3)c2cc1Cl | i | i | i | i | i | i | i | i | i | i | 6
CC1(CCC(=O)N2CCCC(Nc3ccc(F)cc3)C2)CC1 (stereo unspecified) | i | i | i | i | i | i | i | i | i | i | 3
Cc1ccc(S(=O)(=O)N2C(=O)C(c3ccccc3)SC2=Nc2ccccc2)cc1 (stereo unspecified) | i | i | i | i | i | i | i | i | i | i | -2
NC(=S)NNc1cccc(Cl)c1 | i | i | i | i | i | i | i | i | i | i | 10
CCC(C)n1c(SCC(=O)/C(C#N)=C(\C)N)nc2ccccc2c1=O (stereo unspecified) | i | i | i | i | i | i | i | i | i | i | 4
Cn1c(=O)c2c(nc(SCC(=O)Nc3ccccc3N3CCCCC3)n2C)n(C)c1=O | i | i | i | i | i | i | i | i | i | i | 0
Cc1ccc(/C=N/NC(=S)NC2CCCCC2)o1 | i | i | i | i | i | i | i | 35* | i | i | 20
COc1ccc(C(=O)/C=C/NCc2ccc(C)cc2)cc1 | i | i | i | i | i | i | i | i | i | i | -1
CCn1c(SCC(=O)Nc2ccccc2-c2ccccc2)nnc1-c1ccoc1C | i | i | i | i | i | i | i | i | i | i | -1
COCCn1c(N)c(N(Cc2ccccc2)C(=O)CSCC(=O)Nc2ccc(OC)cc2)c(=O)[nH]c1=O | i | i | i | i | i | i | i | i | i | i | -3
COc1ccc(N2CCN(Cc3nc4ccsc4c(=O)[nH]3)CC2)cc1 | i | · | i | i | · | i | · | · | i | · | ·
Cn1c(-c2cccc(OCc3ccccc3)c2)nc2c1c(=O)[nH]c(=O)n2Cc1ccccc1 | i | · | i | i | · | i | · | · | i | · | ·
O=C(NC1CCCC1)c1ccc2c(c1)N(Cc1ccccc1)CCS2 | i | i | i | i | i | i | i | i | i | i | 11
CCOC(=O)N1CCN(C(=O)CSc2nnc(-c3c[nH]c4ccccc34)n2CCOC)CC1 | i | i | i | i | i | i | i | i | i | i | -6
N/C(=N\N=C\c1ccco1)SC1CC(=O)N(c2ccc(C(=O)O)cc2)C1=O (stereo unspecified) | i | i | i | i | i | i | i | i | i | i | -6
Clc1ccc(-c2nnc(-c3ccc(Br)o3)o2)c(Cl)c1 | i | i | i | i | i | i | i | i | i | i | -13
O=C(CSc1nnnn1C1CCCC1)N1CCCCC1 | · | i | i | · | i | · | i | i | · | i | -1
Cc1cccc(CS(=O)(=O)Cc2ccc(C(=O)NC3CCCC3)o2)c1 | i | i | i | i | i | i | i | i | i | i | -4
COc1ccccc1CCNC(=O)c1ccc2nc[nH]c2c1 | i | i | i | i | i | i | i | i | i | i | -2
NC(=O)C1CCCN(Cc2ccc(Cl)cc2)C1 (stereo unspecified) | i | i | i | i | i | i | i | i | i | i | 2
COc1cccc(C(C(=O)NCC2CCCO2)N(C(=O)Cn2nnc3ccccc32)c2ccc(NC(C)=O)cc2)c1OC (stereo unspecified) | i | i | i | i | i | i | i | i | i | i | -4
CCOCCn1cnc2sc(C(=O)NCCCN3CCOCC3)c(C)c2c1=O | i | i | i | i | i | i | i | i | i | i | -6
CCc1ccc(C(=O)C(C)OC(=O)CNS(=O)(=O)c2ccc(C)cc2)cc1 (stereo unspecified) | i | i | i | i | i | i | i | i | i | i | -4
Cc1ccc(-n2c(SCC(=O)NCc3ccco3)nc3c(sc4ccccc43)c2=O)cc1 | i | i | i | i | i | i | i | i | i | i | 6
O=C1c2ccccc2S(=O)(=O)N1Cc1ccccc1[N+](=O)[O-] | i | i | i | i | i | i | i | i | i | i | 5
COc1ccc(S(=O)(=O)N2CCN(Cc3ccc(OC)c(OC)c3)CC2)cc1 | i | i | i | i | i | i | i | i | i | i | -3
O=C1NCCCC1C(=O)N/N=C/c1ccc(Cl)cc1 (stereo unspecified) | i | i | i | i | i | i | i | i | i | i | -2
Cc1ccc(C(C2=C(O)CC(C)(C)CC2=O)C2C(=O)CC(C)(C)CC2=O)o1 (stereo unspecified) | i | i | i | i | i | i | i | i | i | i | -7

Next records:
SMILES | MrgX1 ag | TRPC4 agonist | ANO1 activ | MrgX1 allo act | TRPC6 inh | TMEM16A inh | TRPC6 act | TRPC4 potent | MrgX1 antag | TRPC4 inh | SKKanGAS inh
CN1CCN(C(=O)c2ccccc2-c2nc(-c3ccccc3)no2)CC1 | i | i | i | i | i | i | i | i | i | i | ·
CCC(C)(C)NC(=O)C(c1ccccc1F)N(Cc1ccco1)C(=O)Cn1nnc2ccccc21 (stereo unspecified) | i | i | i | i | i | i | 44* | i | i | i | 1
CCOC(=O)c1ccc(NC(=O)CSc2nc(C)nc3c2c(=O)n(C)c(=O)n3C)cc1 | i | i | i | i | i | i | i | i | i | i | -4
CC(=O)c1cccc(OCc2cc(C(=O)N(C)CCc3cnn(C)c3)no2)c1 | i | i | i | i | i | i | i | i | i | i | -3
COC(=O)c1ccc(NC(=S)NCCCN2CCCC2=O)cc1 | i | i | i | i | i | i | i | i | i | i | 6
Cc1ccccc1OCC(=O)N1N=C(c2cccnc2)CC1(O)C(F)(F)F (stereo unspecified) | i | i | i | i | i | i | i | i | i | i | -1
COc1ccc(NS(=O)(=O)c2ccc(OC)c(NC(=O)CCC3CCCCC3)c2)cc1 | i | i | i | i | i | i | i | i | i | i | 9
COc1cc2c(cc1OC)CN(C(=O)c1cc(S(=O)(=O)N3CCOCC3)ccc1C)CC2 | i | i | i | i | i | i | i | i | i | i | -11
O=C(Nc1ccc(F)c(F)c1)c1ccccc1-c1ccccc1 | i | i | i | i | i | i | i | i | i | i | -16
CCc1ccccc1Nc1nc(N)nc(COC(=O)CCNS(=O)(=O)c2ccccc2)n1 | i | i | i | i | i | i | i | i | i | i | 3
O=C(O)CCc1ccc(-c2cccs2)n1NC(=O)c1cccs1 | i | i | i | i | i | i | i | i | i | i | 3
CN1CCN(CCCNC(=O)Cn2ncc3c4ccccc4n(C)c3c2=O)CC1 | i | i | i | i | i | i | i | i | i | i | 2
O=[N+]([O-])c1ccc(N2CCN(c3ccccc3F)CC2)nc1 | i | i | i | i | i | i | i | i | i | i | 3
Cc1ncn(-c2ccc(C(=O)Oc3ccccc3)cn2)n1 | i | i | i | i | i | i | i | i | i | i | 2

Screens as filed in PubChem BioAssay.
